Bioassay records (PubChem)
ALOX12 inh: ALOX12 (human) lipoxygenase inhibition | purified 12hLO, xylenol orange hydroperoxide absorbance | 580,000 compounds, 1.1% hits | Potency, µM (top dose mostly 108 µM), without a hit: at the highest dose activity change, negative = inhibition, usual class: inhibitors | P18054; active = well fitted inhibition curve with a large enough effect; inconclusive = small, poorly fitted or top-dose-only effect, or another doubt; inactive = no such curve, though single readings can be large or run the other way
Target sequence (P18054 whole entry, looked up): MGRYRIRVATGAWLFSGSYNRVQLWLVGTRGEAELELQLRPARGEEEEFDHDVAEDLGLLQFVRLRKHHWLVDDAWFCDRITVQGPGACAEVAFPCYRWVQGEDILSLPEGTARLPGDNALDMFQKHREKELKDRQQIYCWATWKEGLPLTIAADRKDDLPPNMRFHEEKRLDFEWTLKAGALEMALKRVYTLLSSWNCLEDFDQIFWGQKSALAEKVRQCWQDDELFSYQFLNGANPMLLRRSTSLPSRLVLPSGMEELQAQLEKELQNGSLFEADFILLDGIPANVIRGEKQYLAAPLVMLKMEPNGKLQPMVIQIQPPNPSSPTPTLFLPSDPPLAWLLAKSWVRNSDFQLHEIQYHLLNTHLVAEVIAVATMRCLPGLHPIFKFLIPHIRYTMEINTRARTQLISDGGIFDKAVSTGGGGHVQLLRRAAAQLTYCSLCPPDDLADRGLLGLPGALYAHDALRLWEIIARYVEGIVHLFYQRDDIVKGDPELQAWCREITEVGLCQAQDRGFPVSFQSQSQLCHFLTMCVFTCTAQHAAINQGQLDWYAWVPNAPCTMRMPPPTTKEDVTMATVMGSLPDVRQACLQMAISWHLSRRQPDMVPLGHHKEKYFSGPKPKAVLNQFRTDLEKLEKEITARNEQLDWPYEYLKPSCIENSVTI
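Purified human 12hLO at 150 nM in 25 mM Hepes, 0.01% Triton X-100, pH 7.0, preincubated 15 min at room temperature with compound. Reaction started with 40 uM arachidonic acid, 30 min at room temperature. Hydroperoxide measured by Fe-xylenol orange, 573/405 nm absorbance ratio.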
* = called active by the depositor; ? = inconclusive; [ ] = another dose, or the depositor's remark. % is scaled to controls: 0 for no effect and ±100 for the full control effect; potency is read from the fitted curve at half-maximal effect. Only part of the results is shown; rates above refer to the full screens.

Start of the listing, in advance, 2 compounds:
SMILES | ALOX12 inh
O=C(C1CCCN(c2nc3ncccc3o2)C1)N1CCOCC1 (stereo not drawn) | 48.1%[176 µM]
COc1ccc(OC)c(CNC(=O)C2Cn3cccc3C(=O)N2CC(C)C)c1 (stereo not drawn) | 29.1%

The list itself, from the start:
SMILES | ALOX12 inh
O=C(C1CCCN(c2nc3ncccc3o2)C1)N1CCOCC1 (stereo not drawn) | 48.1%[176 µM]
COc1ccc(OC)c(CNC(=O)C2Cn3cccc3C(=O)N2CC(C)C)c1 (stereo not drawn) | 29.1%
CC(C)N1C[C@H](O)C[C@H]1c1nnc2n1CCN(C(=O)c1ccco1)CC2 | 22.7%
COc1ccccc1NC(=O)c1cc(-c2cccnc2)nc2ccccc12 | -25.3%
COc1ccc(-c2nc(N3CCOCC3)cc3c2CN(Cc2ccccc2)C3=O)cc1OC | -27.3%
O=C(c1nc(-c2ccsc2)c2cnccn12)N1CCCC1 | 4.3%[176 µM]
CCc1cccc(C)c1NC(=O)Cn1ccn2nc3c(c2c1=O)CCCC3 | -5.2%
CCO[C@H]1C[C@@H](O)C12CCN(C(=O)c1cc(C(F)(F)F)[nH]n1)CC2 | 16.8%
O=C(c1cccc(Cl)c1)N1CCC(n2c(=O)[nH]c3ccccc32)CC1 | 2.9%
CN(Cc1cccc(C(=O)Nc2cccc(C#N)c2)c1)CC1COCCO1 (stereo not drawn) | 26.8%
COc1ccccc1CNC(=O)CSc1nc(-c2cccs2)nc2ccccc12 | ?
C/C(=N\NC(=S)NCc1ccccc1)C1CC1 | 5.9%
CC(=O)N1CCCC(c2nnc3n2CCNC3)C1 (stereo not drawn) | ?
O=C(Sc1ccccc1)c1ccccc1 | -26.6%
COc1ccc(-c2nc(SC(C)C(=O)NCC(C)C)n[nH]2)c(OC)c1 (stereo not drawn) | -24.7%
Cc1nc2ccc(C(=O)NC3CC(C)(C)NC(C)(C)C3)cc2nc1C | 0.1%
CS(=O)(=O)c1ccc(O[C@H]2COCCN(c3nc4ccccc4s3)C2)cc1 | -29.0%[176 µM]
COC(=O)CSc1nnc(COc2cccc3ccc(C)nc23)n1C | ?
COc1cccc(NC(=O)O[C@@H]2CO[C@H]3[C@@H]2OC[C@@H]3Nc2nccc(-c3ccc(-c4ccccc4)cc3)n2)c1 | -27.4%
Cn1cccc1C(=O)N1CCC(N2C(=O)C3(CCCC3)C2c2ccccc2)CC1 (stereo not drawn) | -8.7%
Cc1nc2cc(NC(=O)COc3ccccc3F)ccc2o1 | -5.8%
O=C(C1CCCN(C2CCN(C3Cc4ccccc4C3)CC2)C1)N1CCCC1 (stereo not drawn) | 27.3%
O=C1NCC2(CCCN(C(=O)CCc3nc4ccccc4[nH]c3=O)C2)O1 (stereo not drawn) | 63.2%[activator]
COCCN1C(=O)C(=O)/C(=C(/O)c2ccc(OCc3ccccc3)cc2C)C1c1cccnc1 (stereo not drawn) | ?
Cc1nc(N2CCC(C(=O)NCc3cccc(Cl)c3)CC2)cc(C(F)(F)F)n1 | 15.1%
CC1=C[C@@H](CN2CCN(C)CC2)[C@H](C(C)C)C[C@H]1Cc1nnc(-c2ccc(N(C)C)cc2)o1 | 16.0%
COc1ccc2[nH]cc(CCNc3cc(-c4ccoc4)ncn3)c2c1 | -17.7%
N#Cc1ccc(S(=O)(=O)N2CCC(C(=O)Nc3ccnn3Cc3ccccc3Cl)CC2)cc1 | 5.4%
O=C(NC[C@H]1COCc2nc3ccccc3n21)c1ccc(Cl)cc1 | 33.4%[activator][176 µM]
COc1nc(C(=O)N2CCC(NC(=O)C3CC3)CC2)cc2ccccc12 | 18.5%
COc1cc(/C=N/O)ccc1OC(F)F | -27.3%
Cc1cc(C)c2oc(=O)cc(CN3CCN(CCO)CC3)c2c1 | -26.4%
O=C(CCn1ccn2nc3c(c2c1=O)CCCC3)NCCc1cccs1 | 7.2%
COc1ccc(CC(=O)N2CCC3(CC2)CN(C(C)=O)CC3CO)cc1OC (stereo not drawn) | 52.4%[activator]
CC(C)C(=O)N1N=C(c2ccc(NS(C)(=O)=O)cc2)CC1c1ccc(F)cc1 (stereo not drawn) | 0.0%
Cc1nc2ccccc2nc1SC(C(=O)O)c1ccccc1 (stereo not drawn) | 25.6%
CC(NC(=O)c1sc2cccc(F)c2c1Cl)c1nncn1C (stereo not drawn) | -4.0%
O=C(c1ccccc1F)N1CCC2(CC1)CC(OCC1CC1)CCO2 (stereo not drawn) | 35.7%[activator]
Cc1cc(N2CCN(C(C(=O)O)c3c[nH]c4ccc(Br)cc34)CC2)nc2ccccc12 (stereo not drawn) | ?
O=C(c1cccs1)N1CCC(N2CC(OCC3CC3)C23CCOCC3)CC1 (stereo not drawn) | 1.3%
COc1ccc(S(=O)(=O)N(C)C)cc1NC(=O)CSc1nnc2ccccn12 | -13.1%
O=C(c1ccc2[nH]ccc2c1)N1CC(CO)C2(CCNCC2)C1 (stereo not drawn) | ?
COc1ccc(OCCOC(=O)c2nn(C)c(=O)c3ccccc23)cc1 | 2.1%
CC(=O)NCc1ccc(-c2csc(-c3ccccc3)n2)o1 | -16.0%
CC1=C[C@@H](CNC(=O)c2cncnc2)[C@H](C(C)C)C[C@H]1Cc1nnc(-c2ccncc2)o1 | -6.9%[176 µM]
O=C(Nc1ccc(Br)cc1)c1nc2ccccc2nc1N1CCCCC1 | -26.7%
COc1ccccc1C(=O)N1CCN(C(=O)c2nnn3c2COC(c2ccc(C)cc2)C3)CC1 (stereo not drawn) | 29.0%
COc1ccc(CN2CCN(Cc3cccc(OC)c3OC)CC2)cc1 | 0.447µM*
COc1cccc(C(=O)NC2CCN(c3cc(-c4ccc(Cl)cc4)[nH]n3)CC2)c1OC | 29.0%
CCOc1ccc(CNCc2ccco2)cc1OCC | -6.4%
O=C1NCCCCCN(C(=O)COc2ccc(F)cc2)[C@H]2CCC[C@@H]12 | 16.2%
CCCn1ccc2oc(C)c(C(=O)NCc3ccccc3)c2c1=O | -3.6%
CN(c1ccccc1)c1cc(=O)c2ccnc(NCc3cnccn3)c2o1 | 24.2%[176 µM]
CCS(=O)(=O)N1CCC(CCOC)(NC(=O)C2CC2)CC1 | 22.5%
CCN(CC)c1nc2ccccc2nc1C(=O)Nc1ccc(F)c(F)c1 | 3.5%
COc1cc(/C=C/c2nc(C#N)c(N(C)C)o2)cc(OC)c1OC | ?
COc1cccc(C(=O)NC2CCN(c3cnn(C)c(=O)c3)CC2)c1 | 33.8%
CCC(C)(C(=O)NC1CCCCC1)N(Cc1cccs1)C(C)=O (stereo not drawn) | -0.7%
Cc1cc(C)n(-c2nc3ccccc3nc2N2CCN(C)CC2)n1 | 4.8%
CCN(CC)S(=O)(=O)c1ccc(N(C)C)c(NS(=O)(=O)/C=C/c2ccccc2)c1 | -10.7%

Next entries follow:
SMILES | ALOX12 inh
CSc1cccc(NC(=O)CN2C(=O)NC3(CCS(=O)(=O)CC3)C2=O)c1 | 16.2%
CCOc1ccc(Nc2oc(COc3ccccc3F)nc2C#N)cc1 | 5.6%
FC(F)(F)c1cccc(C=Nc2cccc3c(N=Cc4cccc(C(F)(F)F)c4)cccc23)c1 | ?
Cc1cc(Cl)ccc1S(=O)(=O)Nc1cccc(NC(N)=O)c1 | ?
CN(Cc1ccc(-c2ccc(Cl)cc2)o1)C(=O)CNC(=O)c1ccccc1F | ?
COc1ccc(C(=O)N2CCCC(n3cc(-c4nc(C(C)C)no4)nn3)C2)cc1 (stereo not drawn) | 5.3%
C#CCNC(=O)NC(CC(C)C)c1ccccc1 (stereo not drawn) | 9.4%
COc1cc(OC)c2nc(-c3cc4c(c(OC)c3)OCCN(C(=O)CC3NC(=O)c5ccccc53)C4)cc(C)c2c1 (stereo not drawn) | -1.4%
CCC1(N2CCN(S(=O)(=O)c3cc(F)cc(F)c3)CC2)CCN(S(C)(=O)=O)C1 (stereo not drawn) | 40.4%
CCCCc1nn(CC(=O)NCc2nc3c(s2)CCCC3)c(=O)n1CC | 44.1%[activator]
NC(=O)c1ccc(Sc2ccc(Cl)cc2)nc1 | ?
COc1ccc(C(=O)Nc2nc3c(s2)C[C@@H]2[C@](C)(CO)[C@H](O)CC[C@@]2(C)[C@@H]3CC(=O)N2CCOCC2)cc1 | 89.1µM*
CCc1sc(C(=O)OCC(=O)c2ccc(OC)cc2OC)cc1C | 2.8%
CC(C)OCC(O)Cn1c(N2CCCCCC2)nc2c1c(=O)[nH]c(=O)n2C (stereo not drawn) | -21.0%
O=C(OCC(=O)c1c[nH]c2ccccc12)c1cccs1 | ?
CCOc1cccc(CNC(=O)CC2CCCCN(Cc3ccccc3)C2=O)c1 (stereo not drawn) | 8.6%
COc1ccc2c(CN(C)CCOc3cc(C)cc(C)c3)cc(=O)oc2c1 | 61.4%[activator]
O=C(CCC(=O)OCc1ccc(Br)cc1)Nc1ccc2c(c1)oc1ccccc12 | 10.8%
O=C(/C=C/c1ccc([N+](=O)[O-])cc1)c1ccccc1 | 1.2%
CN1CCN(CCCNC(=O)C(=O)Nc2ccc3cc[nH]c3c2)CC1 | -18.5%
CO[C@@H]1C[C@H]2C(=O)Nc3ccc(-c4cccc(C(F)(F)F)c4)cc3C(=O)N2C1 | 1.1%[176 µM]
Cc1ccc([S+](=O)([O-])N2CCC3OCCN(C(C)C)C(=O)C3C2)cc1 (stereo not drawn) | 4.7%[176 µM]
Cc1ccc(CNCC2CN(C)CCO2)o1 (stereo not drawn) | ?
CC(C)C(=O)NC(C)c1ccc2c(c1)CCCC2 (stereo not drawn) | 39.0%[activator]

Exported as a markdown table: part of the list above
| Molecule | ALOX12 inh |
| --- | --- |
| CC(C)OCC(O)Cn1c(N2CCCCCC2)nc2c1c(=O)[nH]c(=O)n2C (stereo not drawn) | -21.0% |
| O=C(OCC(=O)c1c[nH]c2ccccc12)c1cccs1 | ? |
| CCOc1cccc(CNC(=O)CC2CCCCN(Cc3ccccc3)C2=O)c1 (stereo not drawn) | 8.6% |
| COc1ccc2c(CN(C)CCOc3cc(C)cc(C)c3)cc(=O)oc2c1 | 61.4%[activator] |
| O=C(CCC(=O)OCc1ccc(Br)cc1)Nc1ccc2c(c1)oc1ccccc12 | 10.8% |
| O=C(/C=C/c1ccc([N+](=O)[O-])cc1)c1ccccc1 | 1.2% |

Three compounds from above, ordered by heavy-atom count, ascending.
SMILES | ALOX12 inh
O=C(Sc1ccccc1)c1ccccc1 | -26.6%
C#CCNC(=O)NC(CC(C)C)c1ccccc1 (stereo not drawn) | 9.4%
O=C(CCC(=O)OCc1ccc(Br)cc1)Nc1ccc2c(c1)oc1ccccc12 | 10.8%

Next section
SMILES | ALOX12 inh
COc1ccc(-n2cccn2)c(CN2CC[C@H](CO)[C@H](O)C2)c1 | -12.5%
Cc1ccc(NC(=O)N2CCCC2c2nncn2-c2ccccc2)c(Cl)c1 (stereo not drawn) | 0.8%
CCn1c(CSc2nnc(C3CC3)o2)nc2cc(S(=O)(=O)N(C)C)ccc21 | 28.9%
Cc1nc2ccc(Cl)cc2cc1C(=O)N1CCN(CC(=O)N2CCCCCC2)CC1 | -23.3%
COc1ccccc1CNC(=O)C1CCN(C(=O)c2nnn3c2COC(c2ccc(C)cc2)C3)CC1 (stereo not drawn) | 15.5%
Cc1ccc(NC(=O)c2nnn3c2COC(c2ccc(F)cc2)C3)c(Br)c1 (stereo not drawn) | 1.5%
O=C(NCc1ccccc1)[C@@H]1CCCN1C(=O)[C@H]1CCCN1C(=O)c1ccc(Cl)cc1 | -1.8%
O=C1COc2cc(S(=O)(=O)CCC(=O)N3CCN(Cc4ccccc4)CC3)c(Cl)cc2N1 | 29.1%
COCc1cc(C[C@@H]2C[C@H](NCc3cccnc3)C2(C)C)no1 | ?
O=C(CN1CCOc2ccccc2C1)N[C@H]1CCOC[C@H]1C1CCOCC1 | ?
CC(C)C(=O)NCC12CCC=C1N(C)C(=O)CC2 (stereo not drawn) | 29.4%
O=C(Nc1ncc(-c2cccc(F)c2)c2c1OCC2)c1ccc(F)c(Cl)c1 | 22.2%[176 µM]
Cc1ccc(C2C(C#N)=C(N)Oc3c2oc(CO)cc3=O)cc1C (stereo not drawn) | -8.8%
O=C(O)c1ccc(CC2CCN(Cc3ccccn3)C2)cc1 (stereo not drawn) | 39.1%[activator]
Cc1cc(N2CCN(C(=O)OC(C)(C)C)C[C@@H]2C)ccc1Br | -21.3%
C[C@H](CCC(=O)O)[C@H]1CCC2C3C[C@H](O)[C@@H]4C[C@H](O)CC[C@]4(C)C3CC[C@@]21C (stereo partly drawn) | 60.0%[activator]
CNC(=O)[C@@H](c1ccccc1F)N1CCC[C@H]1C(=O)N(C)Cc1ccccc1 | -9.1%[176 µM]
OCC1(CCOc2ccccc2)CCNCC1 | 2.2%
CN1C(=O)Cc2cc(S(=O)(=O)CCC(=O)NC3CCCCCCC3)ccc21 | -6.1%
Cc1ccc(NC(=O)[C@H](C)NC(N)=O)cc1Cl | -1.9%
COC1CCC(C(=O)N2CCC3(CC2)OC(=O)N(Cc2ccccc2)C3(C)c2ccccc2)CC1 (stereo not drawn) | 9.4%
CCS(=O)(=O)c1ccc2oc([C@H]3CCN(C(C)C)C3)nc2c1 | 76.8%[activator][176 µM]
Cn1cnc2c1c(=O)n(CCCSCc1cccc(Br)c1)c(=O)n2C | 16.1%
CC(=O)c1cccc(S(=O)(=O)NCCC(=O)NCC2CCCCC2)c1 | 22.1%
COC1C(=O)N(C2CCN(C(=O)c3ccco3)CC2)C12CCOCC2 (stereo not drawn) | 7.7%
CCCCCCCCCCNC(=S)Nc1ccccc1 | ?
O=C([C@@H]1C[C@H](Oc2ccccc2)CN1C(=O)CC1CCCC1)N1CCOCC1 | 16.7%
Fc1ccc2cc(C3=CCCCC3)ncc2c1 | ?
Cc1ccc2oc(=O)cc(CN3CCN(CCO)CC3)c2c1 | -1.9%
Cc1ccc(-c2nc(N)sc2CC(=O)OCC(=O)Nc2cccc3ccccc23)cc1 | ?
COc1cccc(N2C(=O)NC(=NC3CCCC3)C23CCCN(Cc2ccc(N(C)C)cc2)C3)c1 (stereo not drawn) | -0.7%[6.33 µM]
